# PAFAH2 inh = inhibitors of human PAFAH2; hit rate 0.99% among 340,000; inhibition, % at 3.39 µM; recombinant PAFAH2, FP-rhodamine activity probe, fluorescence polarization; AID 492956;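 active means inhibition above the mean over all tested compounds plus 3 SD, cut at about 30% in these data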;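 further: inhibitors block probe labeling of enzyme so polarization drops; 0% = enzyme with DMSO and 100% = wells lacking PAFAH2 protein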
# TPT1 inh = inhibitors of Candida albicans tRNA 2'-phosphotransferase TPT1. inhibition, % at 5 µM. AID 1962. hit rate 0.81% among 300,000. recombinant caTPT1, FP RNA substrate dephosphorylation;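 active means inhibition above the mean of all tested compounds plus 3 SD, set per screening campaign, cut at about 24% in these data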;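 further: plate controls were DMSO alone for no effect and ferristatin control at 100 nM for full effect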
# procasp3 activ = activates human procaspase-3; P42574; recombinant procaspase-3 D3A, Ac-DEVD-pNA absorbance 405 nm; activation, % at 8.5 µM; hit rate 0.11% among 330,000;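 active means activation above the mean of all tested compounds plus 3 SD, cut at about 21% in these data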;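 further: 0% = DMSO alone and 100% = DMSO wells spiked with extra 5 µM PC-3 D3A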
# Target sequence (P42574 whole entry D9A/D28A/D175A): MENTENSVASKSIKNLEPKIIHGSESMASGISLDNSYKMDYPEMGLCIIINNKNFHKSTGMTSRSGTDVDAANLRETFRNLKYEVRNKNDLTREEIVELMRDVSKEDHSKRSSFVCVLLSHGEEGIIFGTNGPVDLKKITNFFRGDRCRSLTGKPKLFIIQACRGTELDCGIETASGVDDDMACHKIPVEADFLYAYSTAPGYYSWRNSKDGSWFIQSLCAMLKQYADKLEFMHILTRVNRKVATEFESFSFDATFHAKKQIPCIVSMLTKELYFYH
#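 Assay system: Autoprocessing-dead procaspase-3 D3A mutant enzyme; also added: Ac-DEVD-pNA; doses: one concentration, 8.5 µM nominal, 0.8% DMSO; times: 1 h compound preincubation, 2 h substrate hydrolysis at 25 °C; technique: 405 nm absorbance of p-nitroaniline, reads at 0 and 120 min; measure: % activation between DMSO and enzyme-spiked controls; repeats: single replicate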
# PP5 inh = inhibitors of human protein phosphatase 5 (PP5); P53041; purified PP5c, OMFP substrate fluorescence; inhibition, % at 6.7 µM; hit rate 0.18% among 320,000;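 active means inhibition above the campaign's mean inhibition across all tested compounds plus 3 SD, cut at about 9.5% in these data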;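 further: 0% = DMSO only and 100% = 100 µM cantharidin control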
# procasp7 counter = activates human procaspase-7, counter-screen for procaspase-3 activators | activation, % at 8.5 µM | recombinant procaspase-7, Ac-DEVD-pNA absorbance 405 nm; D23A/D198A/D206A triple mutant, cannot self-cleave; scale: DMSO 0, 5 µM enzyme 100 | hit rate 0.093% among 330,000 | P55210 | AID 463210;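 active means percent activation above the screen-wide mean plus 3 SD, cut at about 25% in these data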
# Target sequence (P55210 whole entry D23A/D198A/D206A): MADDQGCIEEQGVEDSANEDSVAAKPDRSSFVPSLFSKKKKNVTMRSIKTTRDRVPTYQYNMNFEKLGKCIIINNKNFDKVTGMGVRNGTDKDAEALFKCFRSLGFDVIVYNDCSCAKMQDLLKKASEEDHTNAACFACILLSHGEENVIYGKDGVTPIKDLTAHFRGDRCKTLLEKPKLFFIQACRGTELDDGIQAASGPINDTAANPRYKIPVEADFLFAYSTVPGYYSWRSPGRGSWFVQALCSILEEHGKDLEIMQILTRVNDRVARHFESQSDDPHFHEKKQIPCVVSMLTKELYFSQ
#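 Assay system: Uncleavable procaspase-7 mutant enzyme; Input: 2 µM procaspase-7 mutant as dispensed; Also added: DEVD-pNA substrate; Medium: Zinc-free HEPES pH 7.4 with 300 mM NaCl, 0.01% Triton X-100; Timing: 1 h compound preincubation, 2 h substrate cleavage, 25 °C; Measured by: Epi-absorbance of released pNA at 405 nm, two timepoints.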
# Fh CTSL1 inh = counter-screen for PFM18AAP inhibitors: inhibitors of F. hepatica cathepsin L1; recombinant F. hepatica cathepsin L1, Z-Leu-Arg-MCA fluorescence; inhibition, % at 5.96 µM; hit rate 0.49% among 300,000; AID 1906;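 active means inhibition above the mean of all tested compounds plus 3 SD, set per screening campaign, cut at about 17% in these data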;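 further: 0% = plate median of test compound wells and 100% = 1 µM Z-Phe-Ala-diazomethylketone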
# HCV core dimer = blocks dimerization of HCV core protein | TR-FRET GST/Flag-core106 dimerization, 1536-well | hit rate 0.33% among 300,000 | inhibition, % at 5 µM;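 active means inhibition above the mean of all tested compounds plus 3 SD, set per screening campaign, cut at about 45% in these data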
#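 assay system = GST-tagged and Flag-tagged HCV core protein residues 1-106 | controls = unlabelled core106 and no-GST-core106 wells | incubation = compound-protein-antibody incubation 4 h at 22.5 °C | probe or stimulus = Eu donor and XL665 acceptor anti-tag antibodies | read-out = % inhibition based on acceptor/donor emission ratio | signal = TR-FRET 671 and 617 nm emission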
# AHR activator = activates the human aryl hydrocarbon receptor; P35869; AHR-responsive luciferase reporter cells, luminescence; activation, % at 5 µM; hit rate 2.5% among 320,000; in the data active means activation above about 47%;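 further: 0% = vehicle wells and 100% = reference agonist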
# PP1 counter = counter-screen for PP5 inhibitors: inhibitors of human PP1-alpha; purified PP1alpha, OMFP fluorescence; inhibition, % at 6.7 µM; hit rate 0.9% among 320,000; AID 2235;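 active means inhibition above the mean inhibition of all tested compounds plus 3 SD, computed separately for each screening campaign, cut at about 15% in these data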
# Target sequence (P62136 whole entry, looked up): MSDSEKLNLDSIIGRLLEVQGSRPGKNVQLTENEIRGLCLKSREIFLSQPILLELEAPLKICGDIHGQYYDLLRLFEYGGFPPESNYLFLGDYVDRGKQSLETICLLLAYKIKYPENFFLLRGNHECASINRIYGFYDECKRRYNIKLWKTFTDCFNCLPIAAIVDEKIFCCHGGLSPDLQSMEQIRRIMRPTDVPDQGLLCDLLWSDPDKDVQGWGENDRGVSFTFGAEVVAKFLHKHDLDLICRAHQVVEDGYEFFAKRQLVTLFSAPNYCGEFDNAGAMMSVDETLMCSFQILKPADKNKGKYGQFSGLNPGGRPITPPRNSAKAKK
# Numbers without * were called inactive; · = not tested or not shown. No enrichment for hits. Share with any hit: about 5.6%.
# The opening six entries, to show the layout:
# Values in the order – PP5 inh	procasp3 activ	TPT1 inh	HCV core dimer	PP1 counter	PAFAH2 inh	procasp7 counter	Fh CTSL1 inh	AHR activator
- OCCN(CCO)CC(O)COc1ccc(C23CC4CC(CC(C4)C2)C3)cc1 (configuration not stated)
 : 4.5	-8.5	0.2	-3.8	0.4	0.1	3.6	1.6	0.5
- Cc1ccc(CNC(=O)COC(=O)c2ccc(Br)o2)cc1
 : -2.3	10.6	·	·	6.4	0.3	2.1	·	-0.4
- Cc1ccccc1OCC(=O)NC(=S)Nc1ccc(Br)c(C)n1
 : 0.8	0.0	-4.0	-7.0	-3.4	-2.4	11.9	-4.6	-1.8
- Cc1nn(Cc2nnc(SCC(=O)Nc3cccc(C(F)(F)F)c3)n2C)c(C)c1[N+](=O)[O-]
 : 1.7	-4.3	-5.0	-2.2	-2.4	·	3.3	0.1	1.5
- CCOc1ncccc1C(=O)Nc1c(C)n(C)n(-c2ccccc2)c1=O
 : 5.0	-9.7	-0.8	0.1	-3.5	-0.1	-2.5	-1.5	0.3
- O=C(/C=C/c1ccccc1)N/C(=C/c1ccccc1)C(=O)NCCCO
 : -3.1	-1.3	0.9	0.8	-2.5	0.9	3.9	0.7	1.4

# This part in full, repeating the preview:
# Values in the order – PP5 inh	procasp3 activ	TPT1 inh	HCV core dimer	PP1 counter	PAFAH2 inh	procasp7 counter	Fh CTSL1 inh	AHR activator
- OCCN(CCO)CC(O)COc1ccc(C23CC4CC(CC(C4)C2)C3)cc1 (configuration not stated)
 : 4.5	-8.5	0.2	-3.8	0.4	0.1	3.6	1.6	0.5
- Cc1ccc(CNC(=O)COC(=O)c2ccc(Br)o2)cc1
 : -2.3	10.6	·	·	6.4	0.3	2.1	·	-0.4
- Cc1ccccc1OCC(=O)NC(=S)Nc1ccc(Br)c(C)n1
 : 0.8	0.0	-4.0	-7.0	-3.4	-2.4	11.9	-4.6	-1.8
- Cc1nn(Cc2nnc(SCC(=O)Nc3cccc(C(F)(F)F)c3)n2C)c(C)c1[N+](=O)[O-]
 : 1.7	-4.3	-5.0	-2.2	-2.4	·	3.3	0.1	1.5
- CCOc1ncccc1C(=O)Nc1c(C)n(C)n(-c2ccccc2)c1=O
 : 5.0	-9.7	-0.8	0.1	-3.5	-0.1	-2.5	-1.5	0.3
- O=C(/C=C/c1ccccc1)N/C(=C/c1ccccc1)C(=O)NCCCO
 : -3.1	-1.3	0.9	0.8	-2.5	0.9	3.9	0.7	1.4
- Nc1nc(N2CCCCC2)nc(N(c2ccccc2)c2ccccc2)n1
 : 0.1	7.7	1.8	15.5	-1.7	3.6	-1.8	2.4	8.8
- O=C(Nc1ccc(NC(=S)NC(=O)c2ccccc2F)cc1)c1cccs1
 : 2.0	-0.7	-7.2	11.7	-1.2	-12.4	-15.5	1.8	-2.5
- CCCCCSc1nnc2c(n1)OC(C)N(C(C)=O)c1ccccc1-2 (configuration not stated)
 : -1.6	-4.2	1.6	-5.0	3.5	-1.6	-1.7	2.2	-4.0
- O=C(CCC(=O)N1CCCCC1)Nc1nnc(C2CCCCC2)s1
 : -2.2	0.8	0.9	2.0	-3.6	0.3	-2.0	-2.0	1.1

# Laid out differently: results already given
structure	PP5 inh	procasp3 activ	TPT1 inh	HCV core dimer	PP1 counter	PAFAH2 inh	procasp7 counter	Fh CTSL1 inh	AHR activator
Cc1ccccc1OCC(=O)NC(=S)Nc1ccc(Br)c(C)n1	0.8	0.0	-4.0	-7.0	-3.4	-2.4	11.9	-4.6	-1.8
Cc1nn(Cc2nnc(SCC(=O)Nc3cccc(C(F)(F)F)c3)n2C)c(C)c1[N+](=O)[O-]	1.7	-4.3	-5.0	-2.2	-2.4	·	3.3	0.1	1.5

# The listing continues:
# Values in the order – PP5 inh	procasp3 activ	TPT1 inh	HCV core dimer	PP1 counter	PAFAH2 inh	procasp7 counter	Fh CTSL1 inh	AHR activator
- Cc1cccc(NC(=O)CC2c3ccccc3Oc3ccccc32)c1
 : 0.6	1.5	2.1	8.1	0.2	10.1	5.8	3.4	7.3
- Cc1c(Cl)cccc1NC(=S)N(CCN(C)C)C(C)c1ccco1 (configuration not stated)
 : -0.3	-7.0	0.1	0.9	-3.3	1.4	-3.5	-1.4	1.9
- O=C(Nc1nc2cc3c(cc2s1)OCO3)c1ccc(N2C(=O)CCC2=O)cc1
 : -2.0	2.6	6.4	-8.0	5.4	-0.1	14.6	2.7	10.0
- CC(C)(O)C#Cc1ccc(C(=O)NCCC(=O)O)s1
 : -1.0	-1.8	-19.1	0.9	-2.5	-7.0	5.5	-2.3	-0.3
- COc1ccc(NC(=O)NCCN2CCc3ccccc3C2)cc1
 : 4.3	6.4	0.0	-6.7	-0.9	12.3	7.4	3.4	17.9
- Cc1ccc(NC(=S)NCCc2c[nH]c3ccccc23)c(C)c1
 : 3.8	4.6	-4.2	-6.1	-5.2	2.5	-2.8	1.7	-1.6
- COc1ccc(NC(=O)C2CCN(S(=O)(=O)c3cccc4nonc34)CC2)cc1
 : 1.3	3.0	-1.1	14.4	-0.9	0.7	-3.1	-4.3	5.2
- O=[N+]([O-])c1ccc(CSc2nnc(SCc3ccc(Cl)cc3)s2)cc1
 : 0.8	-3.2	-2.9	0.1	8.7	3.9	-7.1	0.9	1.5
- COc1ccc(C2=CC(=O)C[C@H](c3ccc4c(c3)OCO4)C2)cc1
 : 2.4	-2.1	·	·	4.8	-1.8	8.9	·	16.3
- O=C1C2C(C(=O)N1/N=C/c1cc([N+](=O)[O-])c(O)cc1O)C1C=CC2C12CC2 (configuration not stated)
 : -1.0	3.9	-3.2	-1.4	-2.1	20.6	-8.0	3.9	3.3
- Cn1c(CO)cnc1S(=O)(=O)Cc1ccc(Cl)cc1
 : 1.1	11.5	-3.7	-0.1	-1.8	-3.4	7.4	2.7	-1.9
- CCCCN(C)S(=O)(=O)c1ccc(C(=O)Nc2nnc(-c3cccs3)o2)cc1
 : 4.6	0.3	-6.2	11.8	32.7*	·	0.8	1.9	9.7
- Cc1cnc(N2C(=O)c3ccc([N+](=O)[O-])cc3C2=O)s1
 : -2.7	7.7	-1.3	5.3	-0.5	11.3	-3.4	1.2	1.4
- O=C(O)CNC(=O)/C(=C/c1cccc([N+](=O)[O-])c1)NC(=O)c1ccco1
 : -1.0	-9.6	-2.1	-2.0	-0.7	0.9	-2.4	1.3	0.6
- COC(=O)C(=Cc1ccc(OCc2ccc([N+](=O)[O-])cc2)c(OC)c1)C(=O)OC
 : -2.3	0.2	4.6	12.1	-1.4	7.7	-2.8	-0.3	2.1
- CCn1nc(C)c(CNC(=O)Nc2ccccc2C(=O)OC)c1C
 : 3.0	5.6	-0.2	5.4	-2.1	-1.2	-1.2	-2.7	1.9
- O=C(Nc1cccn2ncnc12)c1ccccc1
 : 1.9	1.9	-1.6	4.2	-9.1	0.5	1.1	-5.7	-0.5
- CC1(C)NC(=O)N(CCCSc2ccc(Cl)cc2)C1=O
 : 1.9	1.2	3.2	-0.7	-4.5	-5.0	-0.5	4.0	-1.9
- COc1ccc(S(=O)(=O)N2Cc3ccccc3CC2C(=O)Nc2nccs2)cc1OC (configuration not stated)
 : 0.0	-4.1	-5.2	8.8	-1.6	0.7	9.4	-1.5	43.2
- Cc1ccnc(NC(=O)C23CC4CC(CC(C4)C2)C3)c1
 : 0.6	1.1	1.4	7.0	2.3	-2.8	-3.2	2.7	21.0
- CC1(C)CC2(CCO1)N1CC3(C)CN2CC(C)(C1)C3O (configuration not stated)
 : 2.0	1.5	1.6	5.2	0.1	-5.1	7.7	-2.8	2.7
- O=c1[nH]c(Cn2nnc(-c3ccccc3)n2)nc2scc(-c3ccccc3)c12
 : 0.1	6.0	0.5	27.2	4.5	-5.0	7.3	0.6	-11.3
- Cc1nc(NC(=O)c2cc3ccccc3o2)sc1C
 : 0.7	-2.4	1.9	-0.1	-3.3	8.0	2.3	3.8	-8.9
- CC(NC(N)=O)C(=O)NCC(=O)OCc1ccccc1 (configuration not stated)
 : -0.5	8.2	-0.1	-3.1	-1.2	2.6	7.5	-7.9	4.5
- CCc1ccc(-c2ccc(SCC(=O)NCC3CCCO3)nn2)cc1 (configuration not stated)
 : 0.0	-1.4	1.8	3.7	0.8	-1.5	-0.2	2.0	11.6
- CN(CC(=O)Nc1ccccc1Br)C(=O)c1ccccc1-c1nc2ccccc2s1
 : -3.7	-1.6	2.0	12.4	2.1	-5.0	-11.2	-2.2	16.1
- Cc1ncc(S(=O)(=O)c2ccc(Cl)cc2)c(N)n1
 : 1.9	2.6	0.5	-15.6	-6.0	2.5	-0.3	-8.3	1.8
- COc1ccccc1NC(=O)N1CCN(c2ccccn2)CC1
 : 2.0	7.7	0.6	-4.6	2.7	1.2	-2.2	-1.5	-2.0
- CN(C)C(=O)CN1C(=O)C2CCCCN2C(=O)c2ccccc21 (configuration not stated)
 : -0.3	0.7	-1.9	-5.1	0.4	-5.0	0.4	-2.8	1.2
- Cc1cccc(NC(=O)c2ccc(-c3ccccc3[N+](=O)[O-])o2)c1
 : 0.0	2.2	3.5	11.3	1.6	-0.2	-0.4	-7.0	14.2
- COc1cccc(-c2nnc(SCC(=O)N3CC(C)CC(C)C3)o2)c1 (configuration not stated)
 : -0.5	13.0	0.6	-1.5	1.0	-0.7	1.4	4.1	2.2
- OC(C#CCN1CCCC1)(c1ccccc1)c1cccc(F)c1 (configuration not stated)
 : 0.2	-5.5	-1.2	-3.0	-1.7	-4.4	-2.1	0.6	0.4
- Cc1c(C(=O)O)cnc2cc(-c3ccc(Cl)cc3)nn12
 : 0.5	5.1	-2.9	-12.7	-2.7	4.7	4.1	0.8	13.2
- COc1ccc(N(C(=O)c2ccco2)S(=O)(=O)c2ccc(F)cc2)cc1
 : -1.4	-0.5	-2.1	2.9	-0.2	-3.5	-6.3	-2.7	0.8
- C[C@H](CO)N1C[C@H](C)[C@@H](CN(C)C)Oc2c(NC(=O)CCCCCC(=O)Nc3ccccc3N)cccc2C1=O
 : ·	3.7	·	·	·	7.7	-2.7	·	1.8
- CCCCN(C)CCCNC(=O)c1cc(Nc2ccc(OC)c(OC)c2)nc2ccccc12
 : -0.5	4.6	-3.9	-18.2	0.5	3.8	-2.2	5.3	6.3
